# Screening data deposited in PubChem by several laboratories.
# Rin1 Abl inh: inhibitors of Rin1-Abl protein binding, primary screen, biochemical, TR-FRET | Tyrosine-protein kinase ABL1 (Homo sapiens) + Ras and Rab interactor 1 (Homo sapiens), … | inhibition, % at 7.35 µM | hit rate 0.4% among 360,000; in the data active = inhibition above about 5%, passing the limit was not always enough
# FAS TE block: FAS thioesterase domain inhibitors, primary screen, biochemical, fluorescence intensity, uHTS; Fatty acid synthase (Homo sapiens), P49327; hit rate 0.67% among 360,000; recombinant FAS-TE, OMFH fluorogenic substrate, fluorescence endpoint; inhibition, % at 15 µM;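 active = compounds whose normalised, plate-corrected inhibition of enzyme fluorescence in the single-dose primary screen is 50% or more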;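 note: 0% = DMSO with enzyme and 100% = substrate without enzyme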
# MsrA inh: bovine MsrA enzyme inhibitors, primary screen, biochemical, absorbance, HTS. purified bovine MsrA, absorbance read-out. inhibition, % at 15.5 µM. hit rate 0.75% among 360,000. AID 651718, 2012; in the data active = inhibition above about 4.5%;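 note: 0% = vehicle wells with enzyme and 100% = reference inhibitor wells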
# eLon inh: inhibitors of E. coli Lon protease, primary screen, biochemical, fluorescence polarization; P0A9M0; purified E. coli Lon protease; inhibition, % at 7.94 µM; hit rate 0.42% among 360,000; AID 602123, 2011; in the data active = inhibition above about 13%, passing the limit was not always enough;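 note: 0% = enzyme with probe and DMSO and 100% = no enzyme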
# MT1-MMP act inh: blockers of MT1-MMP proenzyme processing, primary screen, HT1080 RFP-PRO-GFP cells, GFP/RFP fluorescence | AID 651647, 2012 | GFP/RFP ratio fluorescence, overnight; percent of plate control window, DMSO zero | GFP/RFP ratio change, % at 20 µM | hit rate 0.061% among 360,000 | Matrix metalloproteinase-14 (Homo sapiens), P50281;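 active = GFP/RFP ratio change of at least 30% with cell ATP level not reduced by more than half and red fluorescence within 50% of control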; note: strong numbers were not always called active
#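 Assay system: HT1080 RFP-PRO-GFP cells. Benchmarks: DMSO vehicle wells and RFP-L50D-GFP reporter cell wells. Times: overnight cell settling, then overnight compound exposure, 37 °C, 5% CO2. Compound: 20 µM single dose, 1% DMSO. Read-out basis: GFP/RFP fluorescence ratio.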
# Rpn11 block: Rpn11 (PSMD14) deubiquitinase inhibitors, primary screen, biochemical, fluorescence polarization, uHTS. human 26S proteasome, Ub4-pepOG fluorescence polarization; 20S core pre-blocked with epoxomicin. calls only at 20 µM. hit rate 0.59% among 360,000. AID 588493, 2011;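 active = inhibition at 20 µM, scaled to each plate's controls, above about 33%, limit read from the data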
# Target sequence (O00487 whole entry, looked up): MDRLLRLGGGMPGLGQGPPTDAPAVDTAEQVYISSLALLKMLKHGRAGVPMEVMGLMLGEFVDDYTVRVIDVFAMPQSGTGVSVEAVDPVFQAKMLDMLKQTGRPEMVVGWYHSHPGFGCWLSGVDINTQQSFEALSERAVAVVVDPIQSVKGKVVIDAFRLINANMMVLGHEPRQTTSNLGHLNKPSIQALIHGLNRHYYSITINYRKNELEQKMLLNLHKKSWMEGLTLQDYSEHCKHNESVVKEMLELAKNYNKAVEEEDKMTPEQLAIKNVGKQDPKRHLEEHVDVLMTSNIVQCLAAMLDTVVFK
# CSN inh: inhibitors of CSN-mediated cullin deneddylation, primary screen, biochemical, fluorescence polarization, uHTS; COP9 signalosome complex subunit 5 (Homo sapiens), Q92905; Purified CSN, SCF-Nedd8-OG deneddylation; inhibition, % at 12.5 µM; hit rate 0.38% among 360,000;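 active = pattern-corrected inhibition above about 35%, with an unprinted fluorescence ratio check between 0.5 and 1.5, limit read from the data, passing the limit was not always enough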;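 note: 0% = enzyme with substrate and 100% = substrate without enzyme; some results filed as inactive read as strong as hits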
#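 Assay system: purified human Csn5 enzyme expressed in HEK293T cells; measure: % inhibition; also added: SCFSkp2-Nedd8OG substrate at 10 nM final; technique: fluorescence polarization; times: reaction 90 min, room temperature; medium: Tris buffer pH 7.5, NaCl, DTT, Tween-20, trehalose, ovalbumin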
# bovine MsrA act: bovine MsrA enzyme activators, primary screen, biochemical, absorbance, HTS; activation, % at 10.6 µM; Methionine sulfoxide reductase A (Bos taurus); AID 602163, 2012; purified bovine MsrA, absorbance read-out; hit rate 0.3% among 360,000; in the data active = activation above about 7.5%;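 note: 0% = vehicle and 100% = reference activator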
# MLLE-PAM2 inh: inhibitors of PABP1 MLLE–PAM2 peptide binding, primary screen, biochemical, fluorescence polarization, FITC-PAM2, GST-MLLE. Polyadenylate-binding protein 1 (Homo sapiens), P11940. inhibition, % at 20 µM. hit rate 0.36% among 360,000; in the data active = inhibition above about 35%, passing the limit was not always enough;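 note: plate controls were DMSO wells with GST-MLLE for no effect and wells lacking GST-MLLE protein for full effect; some results filed as inactive read as strong as hits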
# Target sequence (P11940 whole entry, looked up): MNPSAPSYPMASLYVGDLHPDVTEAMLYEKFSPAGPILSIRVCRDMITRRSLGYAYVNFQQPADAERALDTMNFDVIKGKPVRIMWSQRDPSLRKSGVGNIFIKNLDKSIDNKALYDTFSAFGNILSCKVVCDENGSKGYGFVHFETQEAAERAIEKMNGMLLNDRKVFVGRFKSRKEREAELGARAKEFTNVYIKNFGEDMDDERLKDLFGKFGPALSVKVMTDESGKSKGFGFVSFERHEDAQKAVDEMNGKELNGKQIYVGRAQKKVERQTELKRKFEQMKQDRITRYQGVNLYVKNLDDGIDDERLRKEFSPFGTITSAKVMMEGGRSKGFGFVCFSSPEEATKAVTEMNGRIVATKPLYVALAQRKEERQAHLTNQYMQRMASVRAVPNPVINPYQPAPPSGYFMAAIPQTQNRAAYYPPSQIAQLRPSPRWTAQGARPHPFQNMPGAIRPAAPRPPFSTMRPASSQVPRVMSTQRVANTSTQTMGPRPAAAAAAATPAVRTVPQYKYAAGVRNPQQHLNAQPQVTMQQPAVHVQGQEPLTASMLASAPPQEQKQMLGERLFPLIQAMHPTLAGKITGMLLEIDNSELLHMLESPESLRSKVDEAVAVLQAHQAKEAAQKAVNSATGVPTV
# * = called active by the depositor; i = inactive.
# Sequence of screens: Rin1 Abl inh | FAS TE block | MsrA inh | eLon inh | MT1-MMP act inh | Rpn11 block | CSN inh | bovine MsrA act | MLLE-PAM2 inh
> CCOc1ccc(Cl)cc1S(=O)(=O)N1CCN(c2ccc(C)c(C)c2)CC1
    1 | 27 | -0.3 | 2 | -3 | i | 2 | -6 | -3
> COc1cc(C(=S)N2CCOCC2)ccc1OC(=O)c1ccc([N+](=O)[O-])cc1[N+](=O)[O-]
    -1 | 0 | 0.7 | -16 | 3 | i | 0 | 0 | 23
> O=C(CSc1nnc(NC(=O)c2ccccc2F)s1)Nc1ccccc1F
    5 | -7 | 2.5 | 0 | 2 | i | -6 | -7 | 5
> CC(C)CNC(=S)Nc1ccc(Oc2ccccc2)cc1
    -4 | 7 | 0.5 | 5 | -1 | i | 3 | -1 | -38
> Cc1n[nH]c(=O)c2c(NC(=O)CSc3c(Cl)cccc3Cl)oc(C)c12
    4 | -2 | -0.7 | 3 | 0 | i | -4 | -2 | 43*
> O=C(CC1SC(=NCCc2ccccc2)N(/N=C/c2cccs2)C1=O)Nc1ccc(Cl)cc1 (configuration not stated)
    1 | 27 | 1.5 | 0 | 0 | i | 5 | -4 | -1
> COc1ccc(C(=O)c2ccccc2)cc1
    3 | -4 | 0.3 | -7 | -2 | i | -3 | -9 | 5
> C=C(C)C1CC=C(C)/C(=N/NC(=O)CCC(=O)Nc2ccccc2Cl)C1 (configuration not stated)
    1 | 2 | -0.8 | 8 | 3 | i | 3 | -10 | -8
> O=C(CSc1c(F)c(F)cc(F)c1F)Nc1ccc(C2SCCS2)cc1
    1 | 11 | -0.7 | -10 | 3 | i | -2 | -3 | 1
> Cc1cccc(NC(=O)c2sc3nc(N)c(C#N)cc3c2N)c1
    -4 | -3 | 4.6* | 4 | -2 | i | -4 | -8 | -13
> CN(CCNC(=O)C1CC(=O)N(C2CCCC2)C1)Cc1ccccc1 (configuration not stated)
    -3 | -3 | -0.8 | -4 | 1 | i | 6 | -1 | -4
> C=CCNC(=O)/C(C#N)=C/c1c(N2CC(C)OC(C)C2)nc2ccccn2c1=O (configuration not stated)
    -1 | -9 | 1.7 | -2 | -4 | i | -4 | -4 | -5
> CCN(CC)c1ccc(NC(=S)NC(=O)c2cccs2)cc1
    6 | 27 | 1.8 | 6 | 5 | i | -3 | -3 | 28
> COc1ccccc1NCc1nnc(SCC(=O)N/N=C/c2ccco2)n1-c1ccc(Cl)cc1Cl
    -2 | 2 | 0.7 | 8 | 2 | i | -1 | -3 | -87
> COc1ccc(C(=O)NCCCN(C)CCCNC(=O)c2ccc(OC)cc2)cc1
    0 | -8 | -1.5 | 4 | 0 | i | -1 | -11 | 5
> O=[N+]([O-])c1ccc(C2=Nn3cnnc3SC2)cc1
    -3 | -1 | 0.0 | -7 | 0 | i | -3 | -4 | 27
> COc1cccc(C(=O)O/N=C(\N)c2ccncc2)c1
    -3 | -5 | 0.1 | 2 | 4 | i | 1 | -6 | 4
> COC(=O)c1cc(NC(=O)CC2C(=O)NCCN2C(=O)c2ccccc2)cc(C(=O)OC)c1 (configuration not stated)
    -2 | -6 | -1.4 | -10 | -2 | i | 1 | -10 | -7
> CN(C)C(=O)COC(=O)c1ccc(S(=O)(=O)NCc2ccco2)cc1
    -4 | -6 | -0.8 | -8 | 3 | i | 4 | -2 | -2
> N#Cc1ccccc1NC(=O)CNc1ccc(Cl)c(C(F)(F)F)c1
    2 | 1 | 2.3 | -5 | 0 | i | 0 | -1 | -12
> NC(N)=NC(=O)c1nc(Cl)c(N2CCCCCC2)nc1N
    -5 | -27 | 0.9 | -9 | -1 | i | 5 | -8 | 8
> O=C(NC(CC1CCCCC1)C(=O)O)c1ccccc1 (configuration not stated)
    3 | -11 | -1.6 | 2 | -2 | i | 4 | -10 | 14
> CCNC(=S)N/N=C/c1sc(N2CCCCC2)nc1-c1cccs1
    4 | -17 | 0.3 | -24 | -70 | i | 62 | -6 | -5
> O=C(O)c1cc(O)ccc1-c1ccc(O)cc1
    0 | -1 | 0.5 | -3 | -2 | i | -1 | -1 | -5
> CC(CNC(=O)C1CCCN(S(=O)(=O)N2CCOCC2)C1)c1ccccc1 (configuration not stated)
    1 | 0 | -1.0 | 7 | -3 | i | 1 | -5 | 12
> Cc1ccc([N+](=O)[O-])cc1Nc1nc(N2CCCC2)nc(N2CCCC2)n1
    1 | 8 | 0.6 | -4 | 5 | i | 7 | -2 | 0
> CCCCn1nc2cc(C(=O)NCc3ccc(OC)cc3)ccc2c1OCC
    -1 | -3 | -0.4 | 3 | 1 | i | -2 | -1 | -6
> COc1ccc(CCN2CC(C(=O)OCC(=O)c3c(N)n(CC(C)C)c(=O)n(C)c3=O)CC2=O)cc1OC (configuration not stated)
    0 | -2 | 0.9 | -67 | -5 | i | -2 | -8 | -22
> CCCCCCC1CCC(C(=O)NC(CCSC)C(=O)NC(C(=O)OC)C(C)C)CC1 (configuration not stated)
    0 | 0 | 0.2 | -5 | -6 | i | 2 | -2 | 3
> Cc1ccccc1-n1nc2c(c1NC(=O)CC(C)C)CS(=O)C2 (configuration not stated)
    0 | -3 | -1.0 | 1 | 3 | i | 0 | -2 | -17

# Grouped by structure: those above with fluorine (three)
# Sequence of screens: Rin1 Abl inh | FAS TE block | MsrA inh | eLon inh | MT1-MMP act inh | Rpn11 block | CSN inh | bovine MsrA act | MLLE-PAM2 inh
> O=C(CSc1nnc(NC(=O)c2ccccc2F)s1)Nc1ccccc1F
    5 | -7 | 2.5 | 0 | 2 | i | -6 | -7 | 5
> O=C(CSc1c(F)c(F)cc(F)c1F)Nc1ccc(C2SCCS2)cc1
    1 | 11 | -0.7 | -10 | 3 | i | -2 | -3 | 1
> N#Cc1ccccc1NC(=O)CNc1ccc(Cl)c(C(F)(F)F)c1
    2 | 1 | 2.3 | -5 | 0 | i | 0 | -1 | -12

# Continued.
smiles,Rin1 Abl inh,FAS TE block,MsrA inh,eLon inh,MT1-MMP act inh,Rpn11 block,CSN inh,bovine MsrA act,MLLE-PAM2 inh
COc1cc2c(cc1OC)-c1cc(N3CCc4ccccc43)nc(=O)n1CC2,1,-2,1.2,1,4,i,8,-5,-6
Cc1sc2ncn(CC(=O)Nc3cccc(S(N)(=O)=O)c3)c(=O)c2c1-c1ccccc1,0,4,-0.1,-2,-1,i,6,-2,-10
COc1cccc(NC(=S)N(Cc2ccc(C(=O)O)cc2)Cc2ccc(OC)c(OC)c2)c1,1,-3,1.1,-6,1,i,-3,-15,-19
COc1ccc(NC(=O)CN(C)C(=O)CN2C(=O)NC3(CCCC3)C2=O)cc1,0,-6,-0.8,-5,-1,i,-4,-10,-1
COc1ccc(NC(=O)CN(c2ccc(Cl)cc2)S(C)(=O)=O)cc1OC,0,0,0.1,-2,1,i,1,-1,10
CCOc1ccccc1NC(=O)Cc1cccs1,-1,-5,-0.3,-1,-1,i,6,-2,11
COc1ccc(Cl)cc1NC(=S)NCc1ccccn1,3,-7,1.3,-3,1,i,3,-3,-17
CC1Sc2ccccc2N(CC(=O)N(C(C)C)C(C)C)C1=O (configuration not stated),3,-8,0.4,0,-5,i,-2,-9,10
CN(c1ccccc1)S(=O)(=O)c1nnc(NC(=O)C2CCCCC2)s1,-1,-4,0.3,5,0,i,-2,-8,-5
C/C(=N\NC(=O)COc1ccccc1F)c1cc2ccccc2o1,-2,8,0.0,-5,5,i,1,-3,1

# Overlap with the part before: two entries, followed by the next part.
smiles,Rin1 Abl inh,FAS TE block,MsrA inh,eLon inh,MT1-MMP act inh,Rpn11 block,CSN inh,bovine MsrA act,MLLE-PAM2 inh
CN(c1ccccc1)S(=O)(=O)c1nnc(NC(=O)C2CCCCC2)s1,-1,-4,0.3,5,0,i,-2,-8,-5
C/C(=N\NC(=O)COc1ccccc1F)c1cc2ccccc2o1,-2,8,0.0,-5,5,i,1,-3,1
COCc1nnc(NS(=O)(=O)c2ccc([N+](=O)[O-])cc2)s1,4,-3,-0.2,-6,-3,i,-1,-2,34
O=C(Nc1ccc2c(c1)OCO2)C1Cc2c(-c3ccc4c(c3)OCO4)ccnc2O1 (configuration not stated),-1,10,-0.6,-9,-5,i,-2,3,4
CNC(=O)COc1coc(CN2CCN(c3ccccc3F)CC2)cc1=O,1,-5,-1.1,18,2,i,3,-2,-9
Cc1ccc(S(=O)(=O)Nc2cccc(C(=O)NCC(c3ccccc3)N(C)C)c2)cc1F (configuration not stated),4,-3,-0.7,12,3,i,-2,-4,-10
Cc1cccc(-n2ncc3c(N4CCC5(CC4)OCCO5)ncnc32)c1,-1,1,-1.9,-4,3,i,5,-5,13
Cc1cc(C)cc(NC(=S)N2CCN(S(=O)(=O)c3ccccc3)CC2)c1,2,12,-0.3,0,-3,i,9,-3,-108
COc1cccc(C(=O)N2CCN(C(=O)C3COc4ccccc4O3)CC2)c1 (configuration not stated),2,-5,0.4,0,5,i,-4,-2,-3

# An excerpt of these results, as labelled records.
Cc1cccc(-n2ncc3c(N4CCC5(CC4)OCCO5)ncnc32)c1
  Rin1 Abl inh = -1; FAS TE block = 1; MsrA inh = -1.9; eLon inh = -4; MT1-MMP act inh = 3; Rpn11 block = i; CSN inh = 5; bovine MsrA act = -5; MLLE-PAM2 inh = 13

Cc1cc(C)cc(NC(=S)N2CCN(S(=O)(=O)c3ccccc3)CC2)c1
  Rin1 Abl inh = 2; FAS TE block = 12; MsrA inh = -0.3; eLon inh = 0; MT1-MMP act inh = -3; Rpn11 block = i; CSN inh = 9; bovine MsrA act = -3; MLLE-PAM2 inh = -108

COc1cccc(C(=O)N2CCN(C(=O)C3COc4ccccc4O3)CC2)c1 (configuration not stated)
  Rin1 Abl inh = 2; FAS TE block = -5; MsrA inh = 0.4; eLon inh = 0; MT1-MMP act inh = 5; Rpn11 block = i; CSN inh = -4; bovine MsrA act = -2; MLLE-PAM2 inh = -3
